High-throughput results as filed in PubChem.
IDH1 mut inh: blocks human IDH1 R132H reductase activity | diaphorase/resazurin fluorescence, 60 min | 70,000 compounds, 0.18% hits | O75874 | inhibition, % at 10 µM; in the data active = inhibition above about 34%;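 also: 0% = DMSO and 100% = no enzyme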
PRC2 inh: blocks human EZH2/PRC2 H3K27 methylation; Q15910; DELFIA TRF, 1 h; inhibition, % at 12.5 µM; 57,000 compounds, 0.35% hits;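 active = mean inhibition of replicates at least 50% and every single replicate also reaching 50%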;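 also: dimethyl H3K27 on biotinylated H3 21-44 peptide detected by antibody; plate controls were median neutral control wells for no effect and median positive control wells for full effect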
Target sequence (Q15910 whole entry, looked up): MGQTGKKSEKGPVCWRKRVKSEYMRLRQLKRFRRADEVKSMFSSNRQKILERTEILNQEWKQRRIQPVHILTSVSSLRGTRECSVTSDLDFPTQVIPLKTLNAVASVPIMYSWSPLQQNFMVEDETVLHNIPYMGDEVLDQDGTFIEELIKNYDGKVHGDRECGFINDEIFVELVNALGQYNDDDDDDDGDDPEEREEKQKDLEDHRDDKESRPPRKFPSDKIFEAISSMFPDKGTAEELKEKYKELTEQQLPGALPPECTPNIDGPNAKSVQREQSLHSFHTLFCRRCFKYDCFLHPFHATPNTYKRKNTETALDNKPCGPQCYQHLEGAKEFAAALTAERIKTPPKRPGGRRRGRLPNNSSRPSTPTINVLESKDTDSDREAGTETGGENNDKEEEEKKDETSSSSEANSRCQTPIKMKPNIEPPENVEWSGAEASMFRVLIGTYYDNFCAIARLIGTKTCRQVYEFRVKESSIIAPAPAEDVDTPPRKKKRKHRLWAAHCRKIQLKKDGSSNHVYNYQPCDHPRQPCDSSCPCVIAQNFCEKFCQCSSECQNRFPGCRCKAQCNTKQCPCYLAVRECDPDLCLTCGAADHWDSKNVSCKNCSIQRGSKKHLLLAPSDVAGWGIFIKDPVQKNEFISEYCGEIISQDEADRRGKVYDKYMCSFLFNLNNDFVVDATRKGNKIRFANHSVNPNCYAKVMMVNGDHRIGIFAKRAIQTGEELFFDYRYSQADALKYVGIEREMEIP
The depositor's hits bear a star; · = no result given. Some of the compounds tested; rates above refer to the full screens.

SMILES	IDH1 mut inh	PRC2 inh
Cc1ccc(S(=O)(=O)N(C)C[C@@H]2Oc3ccc(NC(=O)CCCCCC(=O)Nc4ccccc4N)cc3CC(=O)N([C@H](C)CO)C[C@H]2C)cc1	·	12
C[C@@H]1CCCCO[C@H](CN(C)C(=O)Nc2ccc3c(c2)OCO3)[C@@H](C)CN([C@@H](C)CO)C(=O)c2cc(NC(=O)CCCN(C)C)ccc2O1	1.8	·
CC(=O)N(C)C[C@H]1Oc2cc(-c3ccc(C#N)cc3)ccc2S(=O)(=O)N([C@@H](C)CO)C[C@@H]1C	2.3	1
CO[C@H](CN(C)C(=O)c1cnccn1)[C@H](C)CN([C@H](C)CO)S(=O)(=O)c1ccc(F)cc1	0.0	-2
CO[C@@H]1CN(C)C(=O)c2cc(NC(=O)Nc3c(C)noc3C)ccc2OC[C@@H](C)N(C)C[C@H]1C	0.0	4
C[C@H](CO)N1C[C@H](C)[C@H](CN(C)Cc2cccc(F)c2)Oc2ncc(-c3ccccc3F)cc2C1=O	-0.4	16
C[C@H](CO)N1C[C@H](C)[C@H](CN(C)CC2CC2)Oc2ncc(-c3ccc(C#N)cc3)cc2C1=O	0.3	-11
CCCN(C)C[C@H]1OCCCC[C@@H](C)Oc2ccc(NS(C)(=O)=O)cc2C(=O)N([C@H](C)CO)C[C@@H]1C	·	-1
C[C@H]1CCCCO[C@@H](CN(C)S(=O)(=O)c2cccs2)[C@@H](C)CN([C@@H](C)CO)C(=O)c2cc(NC(=O)C3CCCCC3)ccc2O1	-1.3	·
COc1ccc(CN(C)C[C@@H]2OCCCC[C@H](C)Oc3ccc(NS(=O)(=O)c4ccc(F)cc4)cc3C(=O)N([C@@H](C)CO)C[C@@H]2C)cc1	2.3	·
C[C@@H]1CN([C@H](C)CO)C(=O)Cc2cc(NC(=O)CCCCCC(=O)Nc3ccccc3N)ccc2O[C@H]1CN(C)Cc1ccncc1	·	4
CN(C)CC(=O)Nc1ccc2c(c1)[C@H]1C[C@H](CC(=O)NCCN3CCCCC3)O[C@H](CO)[C@H]1O2	0.0	7
C[C@@H]1CN([C@H](C)CO)C(=O)c2cc(NC(=O)Cc3cn(C)c4ccccc34)ccc2O[C@@H]1CN(C)C	-0.8	·
C[C@H](CO)N1C[C@H](C)[C@H](CN(C)S(=O)(=O)c2ccccc2)OCCCC[C@H](C)Oc2ccc(NC(=O)c3ccccc3)cc2C1=O	0.3	·
CC1=CC(=O)CC2C1(C)CCC(C)C2(C)CC/C(C)=C\C(=O)O (centres undefined)	3.8	·
COC(=O)C1=C(C)Nc2ncnn2C1c1cccc(OC)c1OCc1ccccc1 (centres undefined)	0.2	·
C[C@@H]1CN([C@H](C)CO)C(=O)c2cc(NS(=O)(=O)c3ccc(F)cc3)ccc2O[C@@H](C)CCCCO[C@@H]1CN(C)S(=O)(=O)c1ccc(Cl)cc1	0.7	·
Cc1ccc(S(=O)(=O)N(C)C[C@@H]2OCCCC[C@@H](C)Oc3ccc(NS(=O)(=O)c4cn(C)cn4)cc3C(=O)N([C@H](C)CO)C[C@@H]2C)cc1	2.5	·
C[C@@H]1CN([C@H](C)CO)S(=O)(=O)c2ccc(-c3ccncc3)cc2O[C@H]1CN(C)C(=O)c1cccc(F)c1	0.0	·
C[C@H]1CN([C@@H](C)CO)C(=O)c2cc(C#CCC3CCCC3)cnc2O[C@H]1CN(C)C(=O)CN(C)C	1.4	-9
C[C@@H]1CCCCO[C@@H](CN(C)C(=O)Cc2ccccc2)[C@H](C)CN([C@@H](C)CO)C(=O)c2cc(N(C)C)ccc2O1	-4.7	-7
COc1cc(NC(=O)Cn2nnc(-c3ccccc3Cl)n2)cc(OC)c1OC	0.2	8
C[C@H](CO)N1C[C@H](C)[C@H](CN(C)Cc2ccccc2)Oc2ccc(N(C)C)cc2C1=O	-0.9	-11
COc1ccc(-c2cn(S(=O)(=O)c3ccccc3OC)nc2N)cc1OC	-0.9	-1
COc1cc(Cl)c(/C=N/NC(=O)c2cccc(C(=O)NO)c2)c(Cl)c1OC	2.1	3

Of the compounds above, five contain fluorine:
SMILES	IDH1 mut inh	PRC2 inh
CO[C@H](CN(C)C(=O)c1cnccn1)[C@H](C)CN([C@H](C)CO)S(=O)(=O)c1ccc(F)cc1	0.0	-2
C[C@H](CO)N1C[C@H](C)[C@H](CN(C)Cc2cccc(F)c2)Oc2ncc(-c3ccccc3F)cc2C1=O	-0.4	16
COc1ccc(CN(C)C[C@@H]2OCCCC[C@H](C)Oc3ccc(NS(=O)(=O)c4ccc(F)cc4)cc3C(=O)N([C@@H](C)CO)C[C@@H]2C)cc1	2.3	·
C[C@@H]1CN([C@H](C)CO)C(=O)c2cc(NS(=O)(=O)c3ccc(F)cc3)ccc2O[C@@H](C)CCCCO[C@@H]1CN(C)S(=O)(=O)c1ccc(Cl)cc1	0.7	·
C[C@@H]1CN([C@H](C)CO)S(=O)(=O)c2ccc(-c3ccncc3)cc2O[C@H]1CN(C)C(=O)c1cccc(F)c1	0.0	·

Going on with the list.
SMILES	IDH1 mut inh	PRC2 inh
CNC[C@@H]1Oc2ccc(NC(=O)CCCN(C)C)cc2C(=O)N([C@H](C)CO)C[C@@H]1C	5.2	3
COc1ccccc1NC(=O)c1c(NC(=O)c2cccnc2)sc2c1CCC(C)C2 (centres undefined)	0.1	-7
Cc1cccc(NC(=O)c2ccc(OCC(=O)Nc3ccc(Cl)c(Cl)c3)cc2)c1C	0.2	4
C[C@@H]1CCCCO[C@@H](CN(C)C(=O)Cc2ccccc2)[C@@H](C)CN([C@@H](C)CO)C(=O)c2cc(NC(=O)Nc3ccc(C(F)(F)F)cc3)ccc2O1	0.2	·
C[C@H](CO)N1C[C@H](C)[C@@H](CN(C)Cc2ccc(C(F)(F)F)cc2)Oc2ccc(NC(=O)Nc3ccccc3)cc2CC1=O	1.6	·
O=C(Nc1ccc(F)cc1)Nc1ccc2c(c1)[C@H]1C[C@@H](CC(=O)N3CCOCC3)O[C@H](CO)[C@H]1O2	-0.1	-16
O=C(C[C@@H]1C=C[C@H](NC(=O)C2CCC2)[C@@H](CO)O1)NCc1ccncc1	0.1	-2
C[C@H]1CCCCO[C@@H](CN(C)Cc2ccc(C(=O)O)cc2)[C@@H](C)CN([C@@H](C)CO)C(=O)c2cc(NC(=O)Nc3ccc(F)cc3)ccc2O1	2.4	·
CO[C@H]1CN(C)C(=O)c2ccc(NC(=O)C3CCCC3)cc2OC[C@@H](C)NC[C@H]1C	0.0	0
Cc1ccc(S(=O)(=O)N(C)C[C@H]2Oc3ccc(NC(=O)CCCCCC(=O)Nc4ccccc4N)cc3CC(=O)N([C@@H](C)CO)C[C@@H]2C)cc1	-0.1	-5
C[C@H](CO)N1C[C@H](C)[C@H](CN(C)C(=O)Nc2ccccc2)Oc2ncc(-c3cccnc3)cc2C1=O	-0.1	3
C[C@H](CO)N1C[C@H](C)[C@@H](CN(C)CC2CC2)Oc2ccc(NS(=O)(=O)c3ccccc3)cc2C1=O	·	-3
Cc1cc(N(CC(=O)Nc2ccccc2C(=O)N2CCCC2)S(C)(=O)=O)ccc1Br	-0.3	-3
COc1ccc(NC(=O)N(C)C[C@@H]2OCCCC[C@H](C)Oc3ccc(NC(=O)Cc4ccccc4)cc3C(=O)N([C@H](C)CO)C[C@@H]2C)cc1	0.4	·
C[C@H](CO)N1C[C@H](C)[C@@H](CN(C)S(=O)(=O)c2ccccc2)Oc2ccc(NC(=O)NC3CCCCC3)cc2CC1=O	-5.1	-11
Cc1noc(C)c1NC(=O)N(C)C[C@H]1Oc2c(NC(=O)c3ccc(-c4nccs4)cc3)cccc2C(=O)N([C@H](C)CO)C[C@@H]1C	-2.6	·
CNC[C@@H]1Oc2cc(C#Cc3cccc(OC)c3)ccc2S(=O)(=O)N([C@@H](C)CO)C[C@@H]1C	-1.0	6
C[C@@H]1CN([C@@H](C)CO)S(=O)(=O)c2ccc(C#Cc3ccccc3)cc2O[C@@H]1CN(C)S(=O)(=O)c1ccccc1F	1.6	-1
COc1cccc(CNC(=O)C[C@@H]2CC[C@H](NC(=O)C3CC3)[C@H](CO)O2)c1	-0.1	-10
C[C@@H]1CN([C@@H](C)CO)C(=O)c2cccc(NC(=O)C3CCCCC3)c2O[C@H]1CN(C)S(=O)(=O)c1ccc(F)cc1	-0.2	·
Cc1cc(NC(=O)c2nn3c(C(F)(F)F)cc(-c4ccccc4)nc3c2Cl)n(-c2ccccc2)n1	0.6	-9
N#C/C(=C\c1ccc(O)c(O)c1)C(=O)NCCCNC(=O)/C(C#N)=C/c1ccc(O)c(O)c1	-0.5	·
Cc1noc(C)c1S(=O)(=O)N(C)C[C@@H]1Oc2ccc(NC(=O)NC(C)C)cc2CC(=O)N([C@H](C)CO)C[C@@H]1C	-0.4	·
NC(=O)CSc1nnc(Cc2ccccc2)n1-c1ccccc1	-0.5	-2
C[C@@H]1CN([C@H](C)CO)C(=O)Cc2cc(NC(=O)CCN3CCOCC3)ccc2O[C@@H]1CN(C)C	-1.8	·

Full records from above.
`CNC[C@@H]1Oc2ccc(NC(=O)CCCN(C)C)cc2C(=O)N([C@H](C)CO)C[C@@H]1C` across the screens: IDH1 mut inh: 5.2; PRC2 inh: 3
`C[C@@H]1CN([C@H](C)CO)C(=O)c2cc(NS(=O)(=O)c3ccc(F)cc3)ccc2O[C@@H](C)CCCCO[C@@H]1CN(C)S(=O)(=O)c1ccc(Cl)cc1` across the screens: IDH1 mut inh: 0.7; PRC2 inh: ·

Next section
SMILES	IDH1 mut inh	PRC2 inh
O=C(CCc1ccc(O)cc1)CC(O)CCc1ccc(O)c(O)c1 (centres undefined)	54*	·
C[C@@H]1CN([C@@H](C)CO)C(=O)c2cc(-c3ccccc3)cnc2O[C@H]1CN(C)Cc1cccnc1	0.0	1
Cc1ccc(S(=O)(=O)Nc2cccc3c2O[C@@H](CN(C)Cc2ccc(-c4ccccc4)cc2)[C@@H](C)CN([C@H](C)CO)C3=O)cc1	-5.2	·
COCC(=O)Nc1ccc2c(c1)OC[C@@H](C)N(C(=O)c1ccccc1)C[C@H](C)[C@@H](OC)CN(C)C2=O	-0.4	-4
C[C@@H]1CN([C@H](C)CO)C(=O)c2cccc(NS(=O)(=O)c3cccs3)c2O[C@@H]1CN(C)CC1CCCCC1	0.2	6
CCCC#Cc1cnc2c(c1)C(=O)N([C@@H](C)CO)C[C@@H](C)[C@@H](CN(C)C(=O)C1CCC1)O2	1.0	-8
C[C@@H]1CN([C@@H](C)CO)C(=O)c2ccccc2-c2ccccc2CO[C@@H]1CN(C)Cc1ccc2c(c1)OCO2	1.0	-13
Cc1ccc2c(C)c(C(=O)Nc3ccc(S(=O)(=O)Nc4ncccn4)cc3)oc2c1	0.3	·
Cc1noc(C)c1NC(=O)Nc1ccc2c(c1)CC(=O)N([C@H](C)CO)C[C@@H](C)[C@@H](CN(C)Cc1ccc(-c3ccccc3)cc1)O2	0.1	·
O=C(O)CC/C=C\CC[C@@H]1[C@@H](N2CCCCC2)[C@@H](O)C[C@@H]1OCc1ccc(-c2ccccc2)cc1	-0.3	-9
COc1ccc(S(=O)(=O)N(C)C[C@H]2Oc3ccc(NC(=O)Nc4ccc(C(F)(F)F)cc4)cc3CC(=O)N([C@H](C)CO)C[C@H]2C)cc1	-2.8	·
C[C@@H]1CN([C@H](C)CO)C(=O)c2cccc(NS(C)(=O)=O)c2O[C@@H]1CN(C)Cc1ccc(-c2ccccc2)cc1	1.7	8
CC(=O)N(C)C[C@H]1Oc2ncc(-c3cccc(C#N)c3)cc2C(=O)N([C@H](C)CO)C[C@H]1C	0.4	·
O=C(C[C@@H]1C[C@@H]2c3cc(NS(=O)(=O)c4ccc(F)cc4)ccc3O[C@@H]2[C@H](CO)O1)NC1CCCCC1	-0.2	-2
Cc1noc(C)c1NC(=O)Nc1cccc2c1O[C@H](CN(C)Cc1ccccc1)[C@@H](C)CN([C@H](C)CO)C2=O	-1.9	10
C[C@H]1CN([C@@H](C)CO)C(=O)c2cc(NS(=O)(=O)c3ccc(Cl)cc3)ccc2O[C@H]1CN(C)Cc1ccc(C(F)(F)F)cc1	-0.5	·
COC(=O)c1cc(OC)c(OC)cc1NC(=O)c1c(C)noc1C	1.0	-19
CN(C)CC(=O)N[C@H]1CC[C@@H](CCNS(=O)(=O)c2ccccc2)O[C@H]1CO	0.1	12
C[C@@H]1CN([C@@H](C)CO)C(=O)c2cc(NC(=O)Nc3cccc4ccccc34)ccc2O[C@@H]1CN(C)Cc1ccc(Cl)c(Cl)c1	0.0	·
C[C@H](CO)N1C[C@H](C)[C@H](CN(C)C(=O)NC2CCCC2)Oc2ncc(C3=CCCC3)cc2C1=O	·	-1
O=C(O)CCCCCCC(=O)N/N=C/c1cc(Br)cs1	·	-28
Cc1cc(=O)[nH]c(SCCCOc2ccc3c(c2)CCC3)n1	-0.1	5
CCCN(C)C[C@H]1Oc2ncc(-c3ccccc3)cc2C(=O)N([C@H](C)CO)C[C@H]1C	-0.9	6
CCCN1C[C@@H](C)[C@H](OC)CN(C)C(=O)c2cc(NC(=O)c3ccc(F)cc3)ccc2OC[C@@H]1C	0.3	2
C[C@H](CO)N1C[C@H](C)[C@@H](CN(C)S(=O)(=O)c2ccccc2F)Oc2cc(C#Cc3cccc(F)c3)ccc2S1(=O)=O	-1.5	15
COCC(=O)N1C[C@H](C)[C@H](OC)CN(C)C(=O)c2ccc(NC(=O)c3ccc(OC)cc3)cc2OC[C@@H]1C	0.0	2
Cc1noc(C)c1S(=O)(=O)Nc1cccc2c1O[C@H](CN(C)Cc1ccccc1)[C@H](C)CN([C@H](C)CO)C2=O	2.5	1
Cc1ccc(S(=O)(=O)N(C)C[C@@H]2Oc3c(NS(C)(=O)=O)cccc3C(=O)N([C@@H](C)CO)C[C@H]2C)cc1	1.3	·
